Screening data from PubChem BioAssay.
Fam108B counter – Fam108B inhibition, counter-screen for RBBP9 inhibitors | recombinant Fam108B, FP-Rh probe fluorescence polarization | inhibition, % at 9.51 µM | hit rate 0.33% among 300,000;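 active = inhibition above the screen mean inhibition plus 3 SD, computed separately per campaign, cut at about 18% in these data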;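 also: inhibitors lower polarization as less probe binds the enzyme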
GSTO1 counter – counter-screen for RBBP9 inhibitors: inhibitors of human GSTO1. hit rate 1.1% among 300,000. P78417. recombinant GSTO1, activity-based probe fluorescence polarization. inhibition, % at 5.96 µM. AID 1974;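 active = inhibition above the campaign mean inhibition plus 3 SD, cut at about 35% in these data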;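 also: 0% = GSTO1-1 with DMSO and 100% = wells lacking GSTO1-1 enzyme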
Target sequence (P78417 whole entry, looked up): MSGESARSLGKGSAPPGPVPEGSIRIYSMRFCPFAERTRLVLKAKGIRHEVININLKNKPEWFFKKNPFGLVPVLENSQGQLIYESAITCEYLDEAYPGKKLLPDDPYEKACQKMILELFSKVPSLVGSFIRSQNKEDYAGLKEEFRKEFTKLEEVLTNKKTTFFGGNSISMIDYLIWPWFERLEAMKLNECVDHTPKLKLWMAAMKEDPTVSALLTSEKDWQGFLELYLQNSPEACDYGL
LYPLA1 counter – counter-screen for PME1 inhibitors: inhibitors of human LYPLA1; recombinant LYPLA1, FP-Rh probe fluorescence polarization; hit rate 0.16% among 320,000; O75608; inhibition, % at 5.9 µM;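 active = inhibition above the mean of all tested compounds plus 3 SD, set per campaign, cut at about 14% in these data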;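 also: inhibitors block serine hydrolase probe labeling of LYPLA1 so polarization falls; 0% = enzyme with DMSO and 100% = wells lacking LYPLA1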
Target sequence (O75608 whole entry, looked up): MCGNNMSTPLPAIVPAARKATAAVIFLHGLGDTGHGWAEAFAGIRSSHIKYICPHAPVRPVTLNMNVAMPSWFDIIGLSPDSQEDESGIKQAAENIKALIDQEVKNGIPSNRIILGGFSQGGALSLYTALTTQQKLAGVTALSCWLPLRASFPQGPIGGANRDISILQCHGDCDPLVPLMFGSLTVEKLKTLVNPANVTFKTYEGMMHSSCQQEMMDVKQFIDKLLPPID
PAFAH1B3 inh – inhibitors of human PAFAH1B3; hit rate 0.28% among 340,000; Q15102; inhibition, % at 3.39 µM; recombinant PAFAH1B3, FP-rhodamine probe, fluorescence polarization; AID 492972;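 active = inhibition above the screen-wide average of all tested compounds plus 3 SD, cut at about 25% in these data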;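 also: 0% = enzyme with DMSO only and 100% = wells lacking PAFAH1B3 protein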
Target sequence (Q15102 whole entry, looked up): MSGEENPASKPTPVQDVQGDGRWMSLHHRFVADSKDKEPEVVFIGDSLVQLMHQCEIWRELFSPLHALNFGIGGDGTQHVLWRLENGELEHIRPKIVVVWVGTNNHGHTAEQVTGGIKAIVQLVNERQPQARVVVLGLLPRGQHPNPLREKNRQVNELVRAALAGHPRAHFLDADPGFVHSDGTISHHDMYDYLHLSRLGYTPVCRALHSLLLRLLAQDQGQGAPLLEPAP
PAD4 inh – inhibitors of human PAD4; AID 485272; inhibition, % at 6.36 µM; Q9UM07; recombinant PAD4, RCA probe fluorescence polarization; hit rate 0.41% among 330,000;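 active = percent inhibition above a cutoff equal to the mean of all tested compounds plus 3 SD, cut at about 15% in these data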;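 also: 0% = PAD4 with RCA probe and DMSO and 100% = probe without PAD4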
PAFAH1B2 FP inh – inhibitors of human PAFAH1B2 | recombinant PAFAH1B2, FP-rhodamine activity probe, fluorescence polarization | inhibition, % at 3.39 µM | hit rate 1.2% among 340,000 | AID 492953;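 active = inhibition above the mean of all tested compounds plus 3 SD, cut at about 24% in these data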;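 also: 0% = enzyme with DMSO and 100% = wells lacking PAFAH1B2; many of its hits are not listed in these tables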
Target sequence (P68402 whole entry, looked up): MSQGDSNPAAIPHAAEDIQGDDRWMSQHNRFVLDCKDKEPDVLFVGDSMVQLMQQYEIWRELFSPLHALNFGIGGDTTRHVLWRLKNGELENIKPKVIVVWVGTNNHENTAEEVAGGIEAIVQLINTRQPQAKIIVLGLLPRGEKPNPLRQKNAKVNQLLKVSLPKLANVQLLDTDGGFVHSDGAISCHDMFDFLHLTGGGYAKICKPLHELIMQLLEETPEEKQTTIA
PME-1 inh – blocks human protein phosphatase methylesterase 1. Q9Y570. recombinant PME-1, FP-Rh probe fluorescence polarization. inhibition, % at 5.9 µM. hit rate 0.53% among 320,000;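 active = inhibition above the campaign mean of all compounds plus 3 SD, cut at about 26% in these data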;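 also: competitive labeling of PME-1 active site by serine hydrolase directed probe; 0% = PME-1 with DMSO and 100% = wells lacking PME-1 enzyme; inhibitors block probe labeling so polarization falls and inhibition rises; many of its hits are not listed in these tables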
PAFAH2 inh – inhibitors of human PAFAH2; Q99487; AID 492956; inhibition, % at 3.39 µM; recombinant PAFAH2, FP-rhodamine activity probe, fluorescence polarization; hit rate 0.99% among 340,000;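 active = inhibition above the mean over all tested compounds plus 3 SD, cut at about 30% in these data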;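 also: inhibitors block probe labeling of enzyme so polarization drops; 0% = enzyme with DMSO and 100% = wells lacking PAFAH2 protein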
pPAFAH inh – inhibitors of human plasma PAF acetylhydrolase (pPAFAH) | hit rate 1.5% among 330,000 | inhibition, % at 3.39 µM | Q13093 | recombinant pPAFAH, FP-rhodamine probe fluorescence polarization;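 active = inhibition above the mean inhibition across the screen plus 3 SD, cut at about 25% in these data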;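 also: inhibitors block binding of the rhodamine activity-based probe so polarization drops; 0% = enzyme with DMSO and 100% = wells lacking pPAFAH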
The depositor's hits bear a star; x = not tested or not shown; & = joins results of further samples.

SMILES	Fam108B counter	GSTO1 counter	LYPLA1 counter	PAFAH1B3 inh	PAD4 inh	PAFAH1B2 FP inh	PME-1 inh	PAFAH2 inh	pPAFAH inh
CC(=O)c1cccc(NC(=O)C(C)OC(=O)CN2C(=O)NC(C)(C)C2=O)c1 (centres undefined)	x	x	-1	3	1	-1	-1	-3	2
O=C(NC1CCCc2ccccc21)c1ccc(=O)[nH]c1 (centres undefined)	2	-1	6	0	2	3	1	-3	3
COc1ccc(N2CCN(CC(O)COCc3ccccc3)CC2)cc1 (centres undefined)	0	2	2	7	-6	3	-2	10	2
CCc1sc(C(=O)NC(C)C2CCCO2)cc1Br (centres undefined)	0	2	-3	-2	-3	2	2	-3	-3
COc1ccc(/C=N/N2CCN(c3ccc(Cl)cc3)CC2)cc1	0	5	-1	-1	-2	3	1	-4	4
C=CCN1C(c2ccc(Br)cc2)=CS/C1=C(/C#N)c1nnc(N2CCOCC2)n1-c1ccccc1	4	2	3	12	2	2	-2	-5	22
Cn1c(SCC(=O)NC2CCCCC2)nnc1-c1ccccc1O	4	-1	2	4	-2	2	-5	2	7
CSc1ccc(S(=O)(=O)NCCCn2ccnc2)cc1	1	5	2	10	3	7	2	-1	1
CCc1ncc(C)nc1CC	-2	-1	3	9	-4	4	1	-5	3
COCCCn1c(SCC(=O)OC2CCCCC2)nnc1-c1ccco1	-1	5	2	-1	5	2	0	-5	1
CC1CC(C)(C)NC(=S)N1CC(=O)NCc1ccc2c(c1)OCO2 (centres undefined)	0	1	1	6	2	1	3	5	-1
COc1ccc(C2/C=C\CN(C(=O)Nc3ccc(C(F)(F)F)cc3)CC(=O)N2Cc2ccc(F)cc2)cc1 (centres undefined)	-34	-2	-29	-10	1	-8	-52	-26	-6
Cc1nc2ccccc2c(=O)n1CCc1ccc(O)cc1	-1	-3	2	6	-2	5	-1	-6	-3
COc1ccccc1Nc1ccc(C(=O)NCc2cccs2)cn1	2	1	-2	4	-1	2	3	2	6
O=C(NCCc1ccccc1)C1CCCN(S(=O)(=O)c2cccnc2)C1 (centres undefined)	1	6	-3	4	2	2	1	2	2
NS(=O)(=O)c1ccc(CNC(=O)c2cc(=O)c3cc(Cl)ccc3o2)cc1	1	4	1	7	-3	3	6	4	7
Oc1c(N=Nc2ccccc2)sc2ccccc12	-2	-16	-3	-8	-19	-5	-10	-5	-1
CCCc1cc(=O)n2nc(N3CCC(C(=O)Nc4c(F)c(F)c(F)c(F)c4F)CC3)sc2n1	2	1	-1	2	10	0	0	-1	4
CCn1c2ccccc2c2cc(C3C(C#N)=C(N)Oc4n[nH]c(COC)c43)ccc21 (centres undefined)	-1	12	-5	12	-8	8	13	6	9
CCCCn1c(-c2ccc(F)c(F)c2)nc2cc3[nH]c(=O)c(C(C)C)nc3cc21	-1	16	0	2	-10	12	-2	6	14
CSc1cccc(-n2cc(-c3ccc4c(c3)OCO4)[nH]c2=O)c1	-2	20	-4	8	-4	1	-9	-1	19
CCOC(=O)C1=CN(CC)S(=O)(=O)NC1c1cccc(OC)c1 (centres undefined)	x	x	x	10	-1	2	x	3	4
O=C(Nc1cccc(S(=O)(=O)N2CCCCC2)c1)c1cc2ccccc2o1	x	x	-31	-8	-3	-5	-42	-5	-4
Cc1ccc(-n2c(=O)c3c4c(sc3n3c(=S)[nH]nc23)CCC4)cc1	1	2	3	x	0	x	-1	x	8
COC(=O)/C=C/c1ccc2c(c1)S(=O)(=O)N(Cc1ccc(OC)cc1)[C@H]2CC(=O)OC	9	7	-2	-2	2	3	-1	-1	3
CN(C)c1ccc(C(=O)Nc2cc(C(F)(F)F)ccc2-n2cncn2)cc1	-2	5	-2	13	-5	-2	3	-3	4
COCCNC(=O)CSc1cc(-c2ccccc2)c2ccc(OC)cc2n1	4	-15	-3	6	-3	1	-3	1	30*
N#CC1(NC(=O)CN2c3cccc4cccc(c34)S2(=O)=O)CCCCC1	5	6	3	6	-4	-4	3	2	8
Cc1cc(C)c(S(=O)(=O)n2nc(C)c(Br)c2C)c(C)c1	3	3	0	7	-3	-1	2	13	2
Cc1ccccc1N(C)S(=O)(=O)c1nnc(NC(=O)c2ccccc2F)s1	3	-38	-3	8	-3	11	2	15	7

As a short view, 15 of the compounds above.
SMILES	Fam108B counter	GSTO1 counter	LYPLA1 counter	PAFAH1B3 inh	PAD4 inh	PAFAH1B2 FP inh	PME-1 inh	PAFAH2 inh	pPAFAH inh
COc1ccccc1Nc1ccc(C(=O)NCc2cccs2)cn1	2	1	-2	4	-1	2	3	2	6
O=C(NCCc1ccccc1)C1CCCN(S(=O)(=O)c2cccnc2)C1 (centres undefined)	1	6	-3	4	2	2	1	2	2
NS(=O)(=O)c1ccc(CNC(=O)c2cc(=O)c3cc(Cl)ccc3o2)cc1	1	4	1	7	-3	3	6	4	7
Oc1c(N=Nc2ccccc2)sc2ccccc12	-2	-16	-3	-8	-19	-5	-10	-5	-1
CCCc1cc(=O)n2nc(N3CCC(C(=O)Nc4c(F)c(F)c(F)c(F)c4F)CC3)sc2n1	2	1	-1	2	10	0	0	-1	4
CCn1c2ccccc2c2cc(C3C(C#N)=C(N)Oc4n[nH]c(COC)c43)ccc21 (centres undefined)	-1	12	-5	12	-8	8	13	6	9
CCCCn1c(-c2ccc(F)c(F)c2)nc2cc3[nH]c(=O)c(C(C)C)nc3cc21	-1	16	0	2	-10	12	-2	6	14
CSc1cccc(-n2cc(-c3ccc4c(c3)OCO4)[nH]c2=O)c1	-2	20	-4	8	-4	1	-9	-1	19
CCOC(=O)C1=CN(CC)S(=O)(=O)NC1c1cccc(OC)c1 (centres undefined)	x	x	x	10	-1	2	x	3	4
O=C(Nc1cccc(S(=O)(=O)N2CCCCC2)c1)c1cc2ccccc2o1	x	x	-31	-8	-3	-5	-42	-5	-4
Cc1ccc(-n2c(=O)c3c4c(sc3n3c(=S)[nH]nc23)CCC4)cc1	1	2	3	x	0	x	-1	x	8
COC(=O)/C=C/c1ccc2c(c1)S(=O)(=O)N(Cc1ccc(OC)cc1)[C@H]2CC(=O)OC	9	7	-2	-2	2	3	-1	-1	3
CN(C)c1ccc(C(=O)Nc2cc(C(F)(F)F)ccc2-n2cncn2)cc1	-2	5	-2	13	-5	-2	3	-3	4
COCCNC(=O)CSc1cc(-c2ccccc2)c2ccc(OC)cc2n1	4	-15	-3	6	-3	1	-3	1	30*
N#CC1(NC(=O)CN2c3cccc4cccc(c34)S2(=O)=O)CCCCC1	5	6	3	6	-4	-4	3	2	8

Further entries.
SMILES	Fam108B counter	GSTO1 counter	LYPLA1 counter	PAFAH1B3 inh	PAD4 inh	PAFAH1B2 FP inh	PME-1 inh	PAFAH2 inh	pPAFAH inh
CC(=O)c1cccc(N2C(=NC(=O)CCc3ccccc3)SC3CS(=O)(=O)CC32)c1 (centres undefined)	-2	4	-1	-2	0	3	-1	0	2
Cc1ccc(C(C)(C)C)c(SCC(=O)Nc2nnc(C)s2)c1	3	1	2	4	-1	4	1	13	2
Cc1ccc2cc(CN(C)C(=O)C3CCCO3)c(=O)[nH]c2c1 (centres undefined)	-4	-5	1	1	-17	1	-12	3	-10
CN(C)C(=O)/C(=C\c1ccc(-c2cccc([N+](=O)[O-])c2)o1)NC(=O)c1ccccc1	2	1	1	2	-4	-6	1	6	6
CCC1CN(C(=O)N2CCC(C(=O)NCc3ccc(C)o3)CC2)c2cc(C)ccc2O1 (centres undefined)	2	1	-2	9	9	11	0	-2	6
CN(C)/C=N/c1nc2nccc(-c3ccccn3)n2n1	-2	4	0	2	-3	0	4	1	8
COC(=O)/C=C/c1cc(F)ccc1S(=O)(=O)NC(C)(C)C	3	14	-4	4	3	9	-3	0	-4
COc1ccc2c(ccn2S(=O)(=O)c2ccccc2)c1	-4	-1	-2	6	2	14	-4	7	-1
O=C1NC(=S)N/C1=C/c1ccc2ccccc2c1	8	1	3	9	1	-6	0	-9	0
CCOC(=O)C(=Cc1ccc(-n2ccnc2)cc1)C(=O)OCC	-1	-4	-1	6	-1	5	2	5	5
CCOCCCN(C(=O)c1snc(C(N)=O)c1N)C(C(=O)NC(C)(C)C)c1ccc(Cl)cc1 (centres undefined)	-7	1	2	-3	3	1	0	-8	0
Cc1nn2c(-c3ccc(F)cc3)ccnc2c1Br	3	-3	-2	3	9	0	8	8	2
COc1ccc(-n2nc(N)c(C(N)=O)n2)cc1	-2	4	2	x	1	x	1	x	1
COc1ccc(N(CC(=O)NC2CCCCC2)C(=O)CNC(=O)c2cccs2)cc1	-3	2	-1	8	3	4	-5	-10	2
CC(C)CNS(=O)(=O)c1ccc(S(=O)(=O)N2CCN(CCC#N)CC2)cc1	0	-3	2	-5	0	1	4	1	9
Cc1cccc2sc(N3CCN(C(=O)c4cccs4)CC3)nc12	3	1	1	4	-3	1	3	-1	4
CC1CCc2c(sc3nc4n(c(=O)c23)CCS4)C1 (centres undefined)	3	-9	0	2	2	6	-1	10	2
CC1=CC(C)(C)Nc2ccccc21	4	11	1&3	7&5	-3&-3	6&5	-2&0	2&4	5&7
CSc1nc(C)cc(OCC(=O)N/N=C/c2ccccc2O)n1	-1	0	1	6	3	-2	-2	4	-3
COc1ccc(-c2noc(CNC(=O)Nc3ccc(F)cc3)n2)cc1	-4	-2	-3	2	-2	-3	-1	4	-2
CCOc1ccccc1C(=O)NCC(=O)OCc1csc(CC(=O)Nc2ccc(C)cc2)n1	x	x	-7	2	-9	0	-14	29	37*
CN(C)C(=O)c1ccc(=O)n(Cc2ccc(Cl)cc2Cl)c1	2	2	-3	17	-4	4	-2	3	0
CC(=O)c1ccc(N(CC(=O)NC2CCS(=O)(=O)C2)S(=O)(=O)c2ccc(Cl)cc2)cc1 (centres undefined)	x	x	2	1	1	2	5	2	1
CC(C)(C)n1nnnc1CN1CCN(C(c2ccccc2)c2ccccc2)CC1	4	15	1	5	0	3	-6	4	0
COc1ccc(NC(=O)NN2CCN(C)CC2)cc1OC	-1	5	-3	-1	-7	8	-2	0	-2
O=C(NNC(=O)c1cc2ccccc2oc1=O)c1ccccc1	2	6	-1	4	4	4	2	2	-6
COc1ccc2nc(NC(=O)c3ccc(-n4nc(C)cc4C)cc3)sc2c1	-5	5	-1	1	-1	-2	3	2	4
COc1ccccc1CNC(=O)c1ccccc1C(=O)NC(C)(C)C(=O)NCc1ccccc1OC	0	-1	-2	5	-4	2	-4	-5	11
COc1ccc(Cl)cc1NC(=O)CSc1nnc(CNC(=O)c2ccco2)o1	-1	11	1	-2	1	2	2	-9	5
COc1cc(NC(=O)CSc2nnc(Cn3nnc4ccccc43)n2C)cc(OC)c1	-4	12	-1	3	0	5	5	-2	3
Cc1ccc2c(c1)Oc1ccc([N+](=O)[O-])cc1C(=O)N2	-4	5	-3	-5	0	0	4	-2	-2
CC(C)(C)NC(=O)/C=N/O	-1	-4	-1	13	-3	1	4	5	1

The list is partial; count on the stated rates, not on these rows.
